D2 potentiator – positively modulates the human D2 dopamine receptor allosterically | P14416 | HEK293 T-REx D2, calcium flux, EC20 dopamine potentiation | potentiation, % at 10 µM | 0.34% of 340,000 active | AID 485347;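 active = potentiation over 3 SD above the plate norm, cut at about 30% in these data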; note: 0% is about no effect
Target sequence (P14416 whole entry, looked up): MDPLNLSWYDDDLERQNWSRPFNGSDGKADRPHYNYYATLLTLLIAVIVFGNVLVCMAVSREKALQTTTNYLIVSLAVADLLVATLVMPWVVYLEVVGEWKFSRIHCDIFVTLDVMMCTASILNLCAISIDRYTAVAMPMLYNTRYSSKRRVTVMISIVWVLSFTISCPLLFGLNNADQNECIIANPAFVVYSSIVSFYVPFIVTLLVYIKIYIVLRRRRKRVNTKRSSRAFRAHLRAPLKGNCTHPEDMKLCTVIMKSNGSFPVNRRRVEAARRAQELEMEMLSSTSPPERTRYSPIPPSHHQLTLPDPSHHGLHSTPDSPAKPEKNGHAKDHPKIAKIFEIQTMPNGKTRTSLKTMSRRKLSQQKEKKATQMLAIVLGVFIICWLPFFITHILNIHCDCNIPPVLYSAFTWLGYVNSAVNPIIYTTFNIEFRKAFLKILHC
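Calcium flux readout, no-wash dye, 1 read/s. Inducible HEK293 Trex D2 line, overnight 30 C. Compound alone 180 s (agonist flags), then EC20 dopamine, another 180 s to score potentiation.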
D1 antagonist – blocks dopamine activation of the human D1 receptor. HEK293 TREx D1 cells, calcium flux, dopamine EC80; hits give low values. 3.2% of 360,000 active. activity change, negative = inhibition, % at 10 µM; in the data active = activity change below about -30%; note: % is set by controls: 0 for no effect and ±100 for the full control effect
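Using tetracycline-induced force-coupled D1 Hek293 cells and a calcium dye, signals were followed for 180 s after compound, then for 180 s after EC80 dopamine, to detect inhibitors.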
TRHR enhancer – allosteric enhancers of human TRH receptor. 0.66% of 360,000 active. enhancement, % at 2 µM. AID 493056. TRHR cells, fluo-8 calcium fluorescence, EC20 TRH enhancement; in the data active = enhancement above about 30%; note: 0% is about no effect
Target sequence (P34981 whole entry, looked up): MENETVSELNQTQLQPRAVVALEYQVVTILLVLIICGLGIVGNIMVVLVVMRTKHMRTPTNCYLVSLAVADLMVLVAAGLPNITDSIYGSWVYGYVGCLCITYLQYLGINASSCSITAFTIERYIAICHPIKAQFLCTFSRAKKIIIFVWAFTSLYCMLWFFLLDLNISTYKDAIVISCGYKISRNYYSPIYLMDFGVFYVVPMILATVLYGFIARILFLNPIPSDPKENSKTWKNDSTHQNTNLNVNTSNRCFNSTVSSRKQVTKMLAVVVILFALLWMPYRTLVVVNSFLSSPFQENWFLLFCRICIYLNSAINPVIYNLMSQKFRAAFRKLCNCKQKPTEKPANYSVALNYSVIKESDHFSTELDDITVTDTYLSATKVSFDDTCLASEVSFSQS
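Enhancer read-out: after compound pinning and an initial kinetic agonist-mode read, an EC20 of TRH (10 nM final) was injected and fluo-8 calcium signal (Ex 480/Em 530) followed at 1 s/cycle for 100 cycles in TRHR-expressing cells.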
Anesthetic bind – candidate novel general anesthetic via apoferritin binding; P02791; apoferritin/1-aminoanthracene competitive binding, fluorescence; Potency, µM (highest dose often 77.5 µM), for the others: at the top dose activity change, negative = displacement, usual class: inhibitors; 0.074% of 350,000 active; note: potency is the fitted concentration of half-maximal effect; % is set by controls: 0 for no effect and ±100 for the full control effect; nearly all actives have a fitted effect of over 20% in size
Target sequence (P02791 2-175 limits assumed): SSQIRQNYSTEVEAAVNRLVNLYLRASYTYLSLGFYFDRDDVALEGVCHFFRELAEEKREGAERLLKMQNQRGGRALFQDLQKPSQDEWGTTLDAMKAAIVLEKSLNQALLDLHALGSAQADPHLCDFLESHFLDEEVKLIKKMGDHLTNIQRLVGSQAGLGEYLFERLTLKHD
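Horse-spleen apoferritin (10 uM) was mixed with 50% saturated 1-aminoanthracene in PBS, exposed to compounds for 10 min at room temperature, and read for fluorescence (ex 380 nm, em 535 nm). Competitive displacement was fitted with a four-parameter Hill equation.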
D1 agonist – human D1 receptor agonism; HEK293 T-REx D1 cells, calcium flux, agonist mode; activation, % at 2 µM; AID 504660; P21728; 1% of 360,000 active; in the data active = activation above about 30%; note: 0% is about no effect
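Inducible HEK293 T-REx D1 cells, force-coupled to calcium signalling, were plated at 4000 cells/well with tetracycline and held overnight at 30 C. After no-wash calcium dye loading, compound-evoked calcium rise over 180 s flagged agonists.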
RXFP1 antag – antagonists of human relaxin receptor RXFP1. activity change, negative = inhibition, % at 57.5 µM. AID 1259400. HEK293-RXFP1, relaxin-stimulated cAMP HTRF, 30 min; hits give low values. 0.59% of 350,000 active;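 active = activity change of -60% or lower, but not beyond a set lower limit; inconclusive = change between -60% and -40%, or beyond the set limit; inactive = change above -40%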; note: % is set by controls: 0 for no effect and ±100 for the full control effect
D1 PAM – human D1 dopamine receptor positive modulation. 0.036% of 360,000 active. HEK293 TREx D1 cells, calcium flux, dopamine EC20 potentiation. P21728. AID 504651. potentiation, % at 10 µM; in the data active = potentiation above about 30%; note: 0% is about no effect
TRHR agonist – agonists of human TRH receptor | AID 493084 | TRHR cells, calcium flux fluo-8, FDSS agonist mode | activation, % at 2 µM | P34981 | 0.18% of 360,000 active; in the data active = activation above about 30%; note: 0% is about no effect
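Read-out: compound-evoked intracellular calcium rise in TRHR cells, fluo-8 dye, kinetic FDSS fluorescence at 1 s/cycle following a 10-cycle baseline. Cells cultured overnight before dye loading (30 min–1.5 h, RT).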
RXFP1 agonist – agonists of human relaxin receptor RXFP1; Q9HBX9; HEK293T-RXFP1 cAMP TR-FRET, 30 min; response scale: percent of porcine relaxin response, buffer zero; Potency, µM (top dose mostly 57.5 µM), inactives show at the highest dose activation, actives largely listed as activators; 0.3% of 370,000 active; AID 2676; note: potency is the fitted concentration of half-maximal effect; % is set by controls: 0 for no effect and ±100 for the full control effect; nearly all actives have a fitted effect of over 60% in size; many of its hits are not listed in these tables
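Agonist response is measured as cAMP accumulation in an RXFP1-transfected HEK293T line under PDE4 inhibition. Values are scaled between buffer-only and 29 nM porcine relaxin, and EC50s come from standard Hill equation fits.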
Active calls of the source: *; ? = inconclusive; / = not tested or not shown; [ ] = dose if it differs, or a comment. Unless noted, calls come from the whole dose curve; as a rule, active = well fitted curve in the direction sought with a large enough effect; inconclusive = small, poorly fitted or top-dose-only effect, or another doubt; inactive = no such curve, though single readings can be large; an effect the other way counts as inactive or inconclusive. The list is partial. The share of hits here may be higher or lower than overall.

1	COc1cc(C2C(C#N)=C(N)Oc3cc(O)ccc32)cc2c1OCO2 (stereo unspecified)
2	CCS(=O)(=O)N1CCc2cc(C(=O)Nc3ccc(OC)c(Cl)c3)ccc21
3	Cc1ccc(NS(=O)(=O)c2ccc3nc(-c4ccccc4)[nH]c3c2)c(Br)c1
4	CC1CCC(NC(=O)CN2C(=O)COc3ccc(S(=O)(=O)N4CCCC4)cc32)CC1 (stereo unspecified)
5	O=C(CN1C(=O)COc2ccc(S(=O)(=O)NC3CCCC3)cc21)NCc1ccccc1Cl
6	O=c1oc2ccccc2c(O)c1C=NCc1ccccn1
7	CC1CCc2c(sc3ncnc(N4CCOCC4)c23)C1 (stereo unspecified)
8	Cc1cc(-c2ccccc2)nc(-c2ccccc2)c1C

assay / entry,1,2,3,4,5,6,7,8
D2 potentiator,19,2,-6,-7,-10,8,27,-11
D1 antagonist,7,-28,-25,-3,15,-27,18,2
TRHR enhancer,5,-4,-11,-4,-1,2,-1,0
Anesthetic bind,0%,-14%,-9%,-7%,4%,-3%,-15%,?
D1 agonist,10,2,13,-1,0,2,2,18
RXFP1 antag,2,/,/,/,10,-9,7,-24
D1 PAM,-6,-3,-5,5,-3,-6,-8,-2
TRHR agonist,-0.7,0.1,0.4,0.1,-0.1,-0.7,0.1,5.7
RXFP1 agonist,0.1%,-0.1%,4.5%,0.0%,0.6%,2.1%,3.7%,-2.8%

9	CN(C)CCNC(=O)C(=O)Nc1ccc2c(c1)N(S(=O)(=O)c1cccs1)CCC2
10	O=C(c1cnn2c(C(F)F)cc(-c3ccccc3)nc12)N1CCSCC1
11	COC(=O)Nc1cc([N+](=O)[O-])ccc1OC
12	C/C(Cl)=C\Cn1c(O)c(N=NC(N)=S)c2cc(Br)ccc21
13	Cc1cccc(NC(=O)CSc2nnc3c4ccccc4n(C)c3n2)c1
14	COc1ccc(/C=N/Nc2ccc([N+](=O)[O-])cc2S(=O)(=O)N2CCN(C)CC2)cc1
15	Cc1cccn2c(=O)nc(SCC(=O)c3ccccc3)nc12
16	COc1ccc(CNC(=O)c2cc3c(=O)[nH]c4ccccc4c3s2)cc1

assay / entry,9,10,11,12,13,14,15,16
D2 potentiator,2,2,10,-6,6,-5,-5,-15
D1 antagonist,-6,-9,10,0,6,0,-57*,-34*
TRHR enhancer,1,8,0,-12,2,2,2,-2
Anesthetic bind,/,-11%,-9%,?,-8%,-8%,/,-8%
D1 agonist,56*,1,0,4,1,1,-2,4
RXFP1 antag,-8,7,0,-7,/,0,4,-2
D1 PAM,-1,1,4,-3,2,-1,-5,0
TRHR agonist,-0.5,-0.5,-0.1,0.5,-0.6,1.3,-0.1,0.5
RXFP1 agonist,-0.4%,0.8%,-1.2%,-0.6%,?,6.3%,11%,21%

17	COc1ccccc1NC(=O)c1cc(C)nc2ccccc12
18	O=C(Cn1cccc1C(=O)c1ccccc1)NCCCN1CCc2ccccc2C1
19	CCOC(=O)C1=C(C)N=c2s/c(=C\c3ccc(O)c([N+](=O)[O-])c3)c(=O)n2C1c1ccccc1OC (stereo unspecified)
20	COc1ccc(OC)c(NC(=O)Cc2coc3cc(C)cc(C)c23)c1
21	CCC(C)NC(=O)CSc1nc2cc3c(cc2c(=O)n1CCCC(=O)NCc1ccc2c(c1)OCO2)OCO3 (stereo unspecified)
22	COCCC(=O)N1CCc2c([nH]c3ccccc23)C1C(C)(C)C (stereo unspecified)
23	CC1c2cc3c(cc2CCN1CC(=O)Nc1ccccc1)OCCCO3 (stereo unspecified)
24	CCC(CC)NC(=O)C1CCN(S(=O)(=O)c2cccs2)CC1

assay / entry,17,18,19,20,21,22,23,24
D2 potentiator,-17,-48,2,/,1,8,9,3
D1 antagonist,-3,-7,-21,3,-11,-8,-3,-1
TRHR enhancer,-23,-4,3,-2,0,-4,4,6
Anesthetic bind,-7%,-4%,-6%,1%,-7%,-18%,-7%,-20%
D1 agonist,-1,0,-3,0,1,0,19,0
RXFP1 antag,-2,-4,-1,17,-14,-1,15,13
D1 PAM,-7,-1,-7,0,-4,-2,-16,-4
TRHR agonist,-0.2,-0.9,-0.4,0.1,0.1,0.9,1.2,-0.5
RXFP1 agonist,1.1%,1.3%,-0.5%,-0.8%,3.7%,0.0%,-2.1%,-0.4%

25	COc1cc2ccccc2cc1C(=O)OCC(=O)N1CCOCC1
26	COc1cccc(-c2nnn(CC(=O)N3CCCCC3)n2)c1
27	Cc1occc1-c1nnc(SCC(=O)N2CCCCC2)o1
28	O=C1CCCN2N=C(SCC(=O)Nc3cccc(C(F)(F)F)c3)SC2=N1
29	COC(=O)C(Cc1c[nH]c2ccccc12)NC(=O)COc1cccc(C)c1 (stereo unspecified)
30	COc1ccc(CN2C(=NC(=O)C3CCCCC3)SC3CS(=O)(=O)CC32)cc1 (stereo unspecified)
31	CC(=O)c1ccc(-n2c(-c3cc(-c4ccco4)[nH]n3)n[nH]c2=S)cc1
32	CC1=CC(C)(C)Nc2ccc(OS(=O)(=O)c3ccc(C)cc3)cc21

assay / entry,25,26,27,28,29,30,31,32
D2 potentiator,/,12,-13,-5,-7,0,-2,/
D1 antagonist,-4,39,-25,-6,-12,2,-2,4
TRHR enhancer,8,-3,-1,3,-1,6,-2,-9
Anesthetic bind,53%[activator],-8%,-7%,4%,-19%,4%,-13%,-19%
D1 agonist,3,4,0,21,5,7,0,9
RXFP1 antag,-3,7,18,4,-5,-8,?,-6
D1 PAM,-3,2,3,/,-2,-4,-2,3
TRHR agonist,-0.6,-0.7,1.0,0.0,0.1,0.5,0.7,0.5
RXFP1 agonist,2.2%,-0.6%,0.9%,3.8%,0.9%,1.4%,2.1%,-0.6%

33	Cc1ccc2c(c1)N(CC(=O)NCc1cccs1)C(=O)CO2
34	CCN(CC)c1ccc(/C=N/n2c(-c3ccccc3Br)n[nH]c2=S)cc1
35	CC(C)Sc1nnc(NC(=O)C2CC2)s1
36	CCOc1ccc(Br)cc1S(=O)(=O)NC1CC(C)(C)NC(C)(C)C1
37	Cc1cc(C)c(NC(=O)C[N+](C)(C)CC(O)COc2cccc3ccccc23)c(C)c1 (stereo unspecified)
38	CCN(C(=O)COC(=O)c1ccccc1SCC(=O)N1CCCC1)C1CCS(=O)(=O)C1 (stereo unspecified)
39	Cc1ccc(C)c(S(=O)(=O)N2CCCOC2CNC(=O)C(=O)NCc2ccc3c(c2)OCO3)c1 (stereo unspecified)
40	CC[n+]1c(/C=C/c2c[nH]c3ccccc23)ccc2cc(C)ccc21

assay / entry,33,34,35,36,37,38,39,40
D2 potentiator,4,0,-13,-15,9,6,1,-2
D1 antagonist,5,27,19,3,-7,-4,14,-1
TRHR enhancer,3,0,7,-11,2,4,0,12
Anesthetic bind,-12%,0%,-4%,-5%,-19%,/,-13%,?
D1 agonist,-1,3,2,4,62*,2,-2,5
RXFP1 antag,5,-84*,/,1,9,-9,-13,-29
D1 PAM,0,-3,0,-11,3,4,-4,2
TRHR agonist,-0.1,0.2,0.7,1.0,0.2,0.3,-0.7,9.2
RXFP1 agonist,1.4%,0.3%,-0.3%,0.2%,0.7%,0.4%,-1.5%,1.4%

Quoted from above, entries 31 to 37
31	CC(=O)c1ccc(-n2c(-c3cc(-c4ccco4)[nH]n3)n[nH]c2=S)cc1
32	CC1=CC(C)(C)Nc2ccc(OS(=O)(=O)c3ccc(C)cc3)cc21
33	Cc1ccc2c(c1)N(CC(=O)NCc1cccs1)C(=O)CO2
34	CCN(CC)c1ccc(/C=N/n2c(-c3ccccc3Br)n[nH]c2=S)cc1
35	CC(C)Sc1nnc(NC(=O)C2CC2)s1
36	CCOc1ccc(Br)cc1S(=O)(=O)NC1CC(C)(C)NC(C)(C)C1
37	Cc1cc(C)c(NC(=O)C[N+](C)(C)CC(O)COc2cccc3ccccc23)c(C)c1 (stereo unspecified)

assay / entry,31,32,33,34,35,36,37
D2 potentiator,-2,/,4,0,-13,-15,9
D1 antagonist,-2,4,5,27,19,3,-7
TRHR enhancer,-2,-9,3,0,7,-11,2
Anesthetic bind,-13%,-19%,-12%,0%,-4%,-5%,-19%
D1 agonist,0,9,-1,3,2,4,62*
RXFP1 antag,?,-6,5,-84*,/,1,9
D1 PAM,-2,3,0,-3,0,-11,3
TRHR agonist,0.7,0.5,-0.1,0.2,0.7,1.0,0.2
RXFP1 agonist,2.1%,-0.6%,1.4%,0.3%,-0.3%,0.2%,0.7%

(more compounds)
41	CCc1ccc(C2CC(c3ccccc3C)n3nc(N)nc3N2)cc1 (stereo unspecified)
42	COc1ccc(/C(=N\Nc2ccccc2C(=O)O)c2ccccc2)cc1
43	CCCCN(C)CCCNC(=O)CC1Oc2ccccc2NC1=O (stereo unspecified)
44	O=C(CNc1ccccc1)NNC1=NCCC1
45	COc1cc2c(cc1OC)C(C)N(CCN1C(=O)c3ccccc3C1=O)CC2 (stereo unspecified)
46	CCOc1ccc(NC(=O)c2ccc(NC(=O)CCS(=O)(=O)c3cccs3)cc2)cc1

assay / entry,41,42,43,44,45,46
D2 potentiator,4,3,-25,3,-9,-4
D1 antagonist,21,-4,-7,3,2,5
TRHR enhancer,3,-1,-5,0,-2,-8
Anesthetic bind,1%,-9%,-14%,-3%,4%,7%
D1 agonist,1,-3,0,0,2,3
RXFP1 antag,5,-6,/,-11,8,/
D1 PAM,2,-4,1,-3,-4,0
TRHR agonist,1.3,-0.8,0.4,1.2,0.4,0.8
RXFP1 agonist,0.0%,0.6%,0.4%,0.4%,2.6%,7.8%

Complete entries, quoted from the list. Order of values: D2 potentiator	D1 antagonist	TRHR enhancer	Anesthetic bind	D1 agonist	RXFP1 antag	D1 PAM	TRHR agonist	RXFP1 agonist
O=C(CNc1ccccc1)NNC1=NCCC1 reads 3	3	0	-3%	0	-11	-3	1.2	0.4%
CCc1ccc(C2CC(c3ccccc3C)n3nc(N)nc3N2)cc1 (stereo unspecified) reads 4	21	3	1%	1	5	2	1.3	0.0%
COc1cc2c(cc1OC)C(C)N(CCN1C(=O)c3ccccc3C1=O)CC2 (stereo unspecified) reads -9	2	-2	4%	2	8	-4	0.4	2.6%
